Bioassay records: PubChem BioAssay, several laboratories
LMP1 NFkB inh – Epstein-Barr LMP1 NF-kappaB reporter inhibition; inhibition, % at 12.5 µM; LMP1-induced NF-kappaB luciferase reporter cells, luminescence; 350,000 tested, 0.69% active; AID 504558; in the data active means inhibition above about 41%;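 further: 0% = neutral control wells and 100% = reference inhibitor control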
NR2F2 inh – blocks human COUP-TFII nuclear receptor; P24468; HEK293T NGFI-A luciferase reporter, luminescence; inhibition, % at 8.6 µM; 370,000 tested, 0.7% active;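 active means inhibition above a per-plate cutoff, mean inhibition of test wells between control levels plus 3 SD, cut at about 38% in these data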;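 further: cells cotransfected with COUP-TFII expression vector driving the NGFI-A reporter; 0% = median of COUP-TF2 test wells and 100% = reporter-only cells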
KKLEB cytotox – reduces viability of KKLEB cystic fibrosis airway cells | activity change (cytotoxicity), % at 5 µM | KKLEB CF airway cells viability, ATPlite luminescence, overnight; hits give low values; cells stimulated with P. aeruginosa culture filtrate | 360,000 tested, 0.36% active;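 active means corrected activity change at or below -50% at 5 µM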
LRH-1 inv ag – inverse agonists of human LRH-1 (NR5A2) | O00482 | HEK293T StAR-luciferase reporter, LRH-1 transfected, 24 h | inhibition, % at 3.6 µM | 360,000 tested, 0.13% active | AID 602396;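 active means inhibition above the mean inhibition of all tested compounds plus 3 SD, cut at about 73% in these data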;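 further: 0% = DMSO wells and 100% = reporter-only cells lacking LRH-1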
TWEAK-Fn14 inh – TWEAK-Fn14 signaling inhibition | TWEAK-stimulated Fn14 reporter cells, luciferase luminescence, 8 h | inhibition, % at 10 µM | 360,000 tested, 2% active | AID 1159606; in the data active means inhibition above about 50%
C8 TRAIL sens – sensitizes caspase-8 expressing cells to TRAIL; NB7+C8 cells + TRAIL, ATPlite viability luminescence; 360,000 tested, 1% active; inhibition (viability loss, TRAIL sensitization), % at 10 µM;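 active means compounds causing at least 50% loss of cell viability in the single-dose screen, relative to plate controls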
NCOA1 inh – inhibitors of human steroid receptor coactivator 1 (SRC1); Q15788; HEK293 GAL4-SRC1 luciferase reporter, luminescence; inhibition, % at 3.6 µM; 360,000 tested, 0.12% active; AID 588354;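 active means inhibition above the campaign mean plus 3 SD, with each screening campaign given its own cutoff, cut at about 60% in these data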;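 further: 0% = DMSO treated cells and 100% = gossypol at 36 µM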
TROY signal inh – blocks TROY-dependent signaling in reporter cells; AID 1347056; Q293 LMP1-TROYcd NF-kB luciferase reporter, 4 h; 360,000 tested, 0.98% active; inhibition, % at 10 µM;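 active means compounds whose plate-normalised and pattern-corrected inhibition of the luciferase reporter signal at the single screening dose is 50% or more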
CF NFkB block – inhibitors of cystic fibrosis induced NF-kB; inhibition, % at 5 µM; 360,000 tested, 0.86% active; KKLEB NF-kB-GFP reporter, PAF-induced, GFP fluorescence overnight;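 active means at least 50% inhibition at 5 µM, scaled per plate between neutral and stimulator controls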;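 further: PAF is a Pseudomonas aeruginosa culture filtrate used as stimulus; plate controls were PAF-stimulated DMSO wells for no effect and unstimulated DMSO wells for full effect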
NCOA3 inh – inhibits human SRC3 coactivator | Q9Y6Q9 | HEK293 GAL4-SRC3 luciferase reporter, luminescence | inhibition, % at 3.6 µM | 360,000 tested, 0.17% active;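 active means inhibition above a per-campaign cutoff, the mean of all compounds plus 3 SD, cut at about 60% in these data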;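 further: 0% = DMSO-treated cells and 100% = gossypol-treated cells at 36 µM; higher means less SRC3-driven luciferase light from the GAL4 reporter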
Shn3 inh set2 – reduces Shn3 3'UTR luciferase signal in osteoblasts | Clone20 osteoblast Shn3 3'UTR firefly luciferase, 24 h | inhibition, % at 12.5 µM | 360,000 tested, 0.52% active;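 active means mean inhibition of at least 75% with every replicate also reaching 75%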;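 further: 0% = median of neutral control wells and 100% = pilot-screen positive control compound; some compounds past the cut are filed as inactive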
* hit, by the source's call; x = not tested or not shown; & = joins results of further samples. Not all compounds are listed; the hit share may differ from the screen's.

canonical_smiles	NCOA1 inh	TROY signal inh	LMP1 NFkB inh	Shn3 inh set2	NCOA3 inh	KKLEB cytotox	C8 TRAIL sens	CF NFkB block	TWEAK-Fn14 inh	NR2F2 inh	LRH-1 inv ag
COc1cccc(CN2CCNC(=O)C2CC(=O)NCCCN2CCCC2=O)c1 (stereo unspecified)	-3	-9	7	-3	-5	-4	-8	16	15	6	-10
Cc1ccc(CSCCNS(C)(=O)=O)cc1	-5	-10	6	11	0	-5	-4	2	-12	7	8
Cc1cc(NC(=O)CSc2n[nH]c(-c3ccc(Cl)cc3Cl)n2)no1	-8	-13	1	-2	5	8	-19	-18	-11	0	-13
CN(CC(=O)Nc1ccc(Cl)c(Cl)c1)Cc1nnc(-c2ccc(F)cc2)o1	-3	-19	0	-3	14	-2	1	-4	-10	-11	-12
O=C(Nc1ccc(F)cc1)c1cccnc1N1CCCCC1	-6	-6	7	41	6	2	-14	-4	-15	-5	8
C/C(=N\Nc1ccc(C(F)(F)F)cc1[N+](=O)[O-])C1CC1	0	9	1	9	8	7	3	-8	-11	-17	-24
CCOC(=O)c1cc2c(=O)n3ccccc3nc2n(C(C)C)c1=NC(=O)c1c(-c2c(F)cccc2Cl)noc1C	11	-9	-41	21	18	-3	18	-20	57*	7	4
COc1ccccc1Nc1nc(C)cc(=O)[nH]1	-6	-2	-45	17	9	0	-22	6	-5	3	12
CCOc1ccc(Cl)cc1-c1cc(C(=O)Nc2ccc(Br)cc2)[nH]n1	-7	11	x	-3	-8	-14	-10	-14	16	7	0
CCCn1c(=O)[nH]c(=O)c2[nH]cnc21	-8	-6	-4	-19	-2	-9	-12	10	-3	-4	2
CC1(C)CC(C(N)=S)CCO1 (stereo unspecified)	-3	-7	10	1	-35	-1	-31	-1	14	-1	0
CC1Cc2ccccc2N1S(=O)(=O)c1cccc(C(=O)N2CCN(c3ncccn3)CC2)c1 (stereo unspecified)	44	22	29	3	4	8	43	-3	-3	-50	18
O=C(c1cccnc1)N1CCN(c2ccc([N+](=O)[O-])cc2Cl)CC1	-12	-10	-6	-16	-4	6	-2	-6	3	-5	4
COc1ccc(C(=O)NCCN2CCOCC2)c(OC)c1	-24	20	-3	-12	-5	12	8	-7	8	-3	0
Cc1cc(=O)oc(C)c1C(=O)NCC(C)NC(=O)c1c(C)cc(=O)oc1C (stereo unspecified)	-12	-13	0	11	-4	1	-8	-2	-2	8	5
CCN(CC(=O)Nc1ccc2c(c1)OCCO2)C(=O)c1cc(=O)[nH]c2ccccc12	-5	16	3	-9	-22	3	1	-18	-8	-9	-14
O=C(CN1CCN(c2ccccn2)CC1)N(c1ccccc1)c1ccc2ccccc2c1	-26	0	-14	8	5	10	-1	12	1	12	6
O=C(CSc1nc(-c2ccncc2)nn1CC(=O)N1CCCCC1)NC1CCCC1	-15	-1	-9	-5	-4	-6	1	9	-7	5	-4
COC(=O)/C(C#N)=C(/Nc1ccc(F)c(Cl)c1)C(F)(F)F	-2	-8	-4	-30	10	-2	6	-1	-21	0	7
O=C(O)c1ccn2c(C(=O)c3ccccc3)c(-c3ccccc3)cc2c1	12	7	0	-15	12	4	3	-7	13	10	-16
CCOc1ccc(CN(C)C(=O)CNC(=O)C2CCCCC2)cc1	-11	-7	1	-6	17	1	-13	3	26	-15	17
COc1ccc(-c2n[nH]c(=S)n2Cc2ccccc2)cc1OC	19	11	-10	2	10	-4	1	1	-2	1	-15
Cc1scc(C(=O)NNC(=S)NC(C)c2ccccc2)c1C (stereo unspecified)	-4	-1	-3	6	-3	-10	-2	6	10	7	-3
CC(NC(=O)C(=O)NCCN1CCN(C(=O)c2ccc([N+](=O)[O-])cc2)CC1)c1ccccc1 (stereo unspecified)	-19	-10	-1	-4	8	-3	-2	0	-7	5	-3
O=C1CN(C(=O)COC(=O)c2ccccc2NCc2ccco2)c2ccccc2N1	-5	-10	7	-11	14	-2	-19	4	4	-1	4
CC1CN(C(=O)CSc2nc(N)c(NC(=O)c3ccc(C(F)(F)F)cc3)c(=O)[nH]2)CC(C)O1 (stereo unspecified)	5	-7	-4	5	-4	6	-3	-25	16	7	8
COc1ccc(OCC(=O)N2c3ccc(C)cc3C3CN(C)CCC32)cc1 (stereo unspecified)	10	-4	5	-9	13	-12	0	11	-7	-8	-12
C=CCNC(=O)COC(=O)c1ccc(Sc2nncn2C)c([N+](=O)[O-])c1	-1	20	-3	0	8	10	-2	10	-3	15	-9
Cc1[nH]nc2c1C(c1ccoc1)C(C#N)=C(N)O2 (stereo unspecified)	-4	-3	7	-4	0	6	12	-15	1	16	0
COc1cc(CN2C[C@@H](CO)O[C@@H](n3cnc4c(NCc5ccc(F)cc5)ncnc43)C2)cc(OC)c1OC	5	2	x	3	7	-13	3	8	0	-11	-8
CN(C#N)c1nccc(-c2cccs2)n1	-26	-27	3	3	2	-1	-8	-18	-4	-6	-28
CC1(C)CC(=O)C2=C(C1)OC(N)=C(C#N)C2c1ccoc1 (stereo unspecified)	-26	-14	-5	0	10	-10	-1	3	6	-1	9
Cc1ccc(-n2ncc3c(NNC(=O)Cc4ccccc4)ncnc32)cc1	-15	20	5	0	-4	0	1	-4	7	-7	7
COc1cccc(NC(=O)NNC(=O)C(C)Oc2ccc3ccccc3c2)c1 (stereo unspecified)	2	-15	7	-3	2	0	-2	24	-12	-1	4
CCOc1ccc(CCNC(=O)CS(=O)Cc2nc(-c3ccc(OC)c(OC)c3)oc2C)cc1OCC (stereo unspecified)	-8	6	0	-5	14	-12	10	1	-36	-4	12
O=S1(=O)N=C(N2CCN(Cc3ccccc3)CC2)c2ccccc21	-2	-1	-2	-13	-15	-8	-4	17	9	4	3
COc1ccc(Nc2nnc(SC(C(=O)Nc3ccc(OC)c(Cl)c3)c3ccccc3)s2)cc1 (stereo unspecified)	-17	-30	5	18	16	17	7	-25	18	-9	4
O=[N+]([O-])c1cccc(-c2cnc3ccccc3n2)c1	-15	-59	-19	-74	6	-5	-11	-21	-28	-6	-18
O=C(C=CC(=O)Nc1ccc(F)cc1F)Nc1ccc(F)cc1F	7	0	x	13	-1	-11	-8	17	-8	-8	-35
CSCC[C@H](NC(=O)N1CCn2c1nc1ccccc12)C(=O)NCC1CCCO1 (stereo partly specified)	14	-1	-1	11	-33	-27	-5	-8	21	8	10
CC1Cc2ccccc2N1C(=O)C1CCCN(S(=O)(=O)c2cccc3cccnc23)C1 (stereo unspecified)	10	15	5	53	-20	-2	7	12	7	25	3
CCN(c1ccccc1)S(=O)(=O)c1ccc(F)c(C(=O)O)c1	-9	1	0	4	9	-3	0	3	-4	14	-2
Cc1ccc(NC(=O)CN2C(=O)c3ccccc3C2=O)cc1	3	-14	5	-3	-12	11	3	-13	7	3	4
CCCCCCSc1cc(-c2nc3cc(C)ccn3c2NCCCC)ccc1OC	1	7&4	7	69	2	13	21&4	1	-2&-3	16&-13	-21&-5
CCn1c(=O)c2sccc2n(CC(=O)NC2CCCC2)c1=O	13	10	-5	-2	-10	0	-13	-15	28	14	-7
C=CCc1c(N(CC)CC)nc(C)[nH]c1=O	-25	-6	4	-4	7	0	0	21	17	-15	3
COc1ccc(NC(=O)C2CCC(C(C)(C)C)CC2)cc1S(=O)(=O)N1CCOCC1 (stereo unspecified)	-3	-4	9	9	1	-1	3	16	8	18	0
CCCCCCOC1(c2ccccc2)OC(=O)c2ccccc21 (stereo unspecified)	17	-13	-5	-3	16	10	0	-4	-10	x	17
Cc1ccc(NC(=O)C(CC(C)C)NC(N)=O)cc1Cl (stereo unspecified)	-10	1	-3	1	17	7	8	0	3	6	11
COc1cc(C=O)ccc1OCc1ccncc1	-35	-12	-6	-18	-8	5	-1	-7	7	10	17

Additional compounds follow.
canonical_smiles	NCOA1 inh	TROY signal inh	LMP1 NFkB inh	Shn3 inh set2	NCOA3 inh	KKLEB cytotox	C8 TRAIL sens	CF NFkB block	TWEAK-Fn14 inh	NR2F2 inh	LRH-1 inv ag
CCCCNC(=O)c1nc(C2CCN(S(=O)(=O)c3cccc(C(F)(F)F)c3)CC2)oc1-c1cccc(C(F)(F)F)c1	-36	-6	x	3	27	-43	-7	-13	8	22	4
Cc1[nH]nc2c1C1(C(=O)Nc3ccc([N+](=O)[O-])cc31)C(C#N)=C(N)O2 (stereo unspecified)	5	11	-3	11	6	3	-10	-11	12	-4	10
CCOCCN1CCN(c2c(C)c(C)nc3cc(-c4cc(OC)cc(OC)c4)nn23)CC1	-19	-2	-14	-5	3	-1	24	-28	-20	5	13
O=C(CN1CCN(c2ccccc2F)CC1)NC(=O)NCc1ccccc1	-4	-7	-6	-6	-1	-4	-6	4	-7	-10	2
COc1cc(C2C3=C(COC3=O)Oc3cc4c(cc32)OCO4)cc(OC)c1O (stereo unspecified)	3	15	-9	8	13	-2	16	41	-8	-62	31
CCNC(=O)C1(C)CCN(C(=O)c2ccccc2OC)C1 (stereo unspecified)	-3	12	x	-7	-15	8	1	-6	-1	18	-9
Cc1ccc(C)c(NC(=S)NNC(=O)c2csc3c2CCC(C)C3)c1 (stereo unspecified)	0	-28	6	0	5	1	-8	-8	-16	23	-12
C=CCn1c(SCC(=O)NC(=O)NC2CCCC2)nnc1C1CCCCC1	-6	-3	-3	7	10	9	-8	2	2	9	1
Cc1ccc(C)c(C(=O)N2CCN(c3ncccn3)CC2)c1	16	-16	3	3	-7	18	-13	-9	3	-10	10
COc1cc(OC)cc(C(=O)NCCC(c2ccccc2)c2ccccc2)c1	4	22	-2	3	-10	-3	-2	15	11	24	15
CCOc1ccc(N(C)S(=O)(=O)c2ccc(-c3ccc(=O)[nH]n3)s2)cc1	-1	5	1	16	4	-4	-15	12	-11	-3	11
CCOC(=O)c1ccc(NC(=S)NC(=O)COc2ccccc2)cc1	-11	10	1	0	15	-19	-23	8	13	18	28
NC(Cc1ccc(C(F)(F)F)cc1)c1csc(Nc2cc(NCc3ccco3)ncn2)n1 (stereo unspecified)	2	-6	x	9	3	-25	17	9	9	-5	4
COc1ccccc1Nc1nc(N)nc(CN2CCc3ccccc3C2)n1	-5	-16	-2	-2	8	2	4	2	-9	3	-18
CC(=O)Nc1ccc(NC(=O)c2cc(=O)c3cc(C)cc(C)c3o2)cc1	10	1	8	14	-3	-27	-1	-9	-31	-26	-2
Cc1ccc([N+](=O)[O-])cc1N/C=C1\CCCCC1=O	-28	-14	-11	14	-30	2	4	-6	-41	-4	11
O=C(Nc1ccccc1F)c1ccc2sc([C@@H]3O[C@H](CO)[C@H](O)[C@H](O)[C@H]3O)nc2c1	-53	16	x	-17	-101	-10	4	-17	-10	-22	-86
COc1ccc(CCNC(=O)C2CC3Cn4c(nc5cc(Cl)c(Cl)cc54)C3N2C)cc1 (stereo unspecified)	-3	4	4	20	-6	-1	-2	-33	11	19	-31
